TRHR PAM: TRH receptor (human) allosteric enhancement | 0.66% of 360,000 active | TRHR cells, fluo-8 calcium fluorescence, EC20 TRH enhancement | P34981 | enhancement, % at 2 µM | AID 493056; in the data active = enhancement above about 30%; also: 0% is about no effect
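Enhancer read-out: after compound pinning and an initial kinetic agonist-mode read, an EC20 of TRH (10 nM final) was injected and fluo-8 calcium signal (Ex 480/Em 530) followed at 1 s/cycle for 100 cycles in TRHR-expressing cells.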
RXFP1 antag: antagonists of human relaxin receptor RXFP1 | Q9HBX9 | HEK293-RXFP1, relaxin-stimulated cAMP HTRF, 30 min; hits give low values | activity change, negative = inhibition, % at 57.5 µM | 0.59% of 350,000 active | AID 1259400;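 active = activity change of -60% or lower, but not beyond a set lower limit; inconclusive = change between -60% and -40%, or beyond the set limit; inactive = change above -40%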; also: % is scaled to controls: 0 for no effect and ±100 for the full control effect
Target sequence (Q9HBX9 whole entry, looked up): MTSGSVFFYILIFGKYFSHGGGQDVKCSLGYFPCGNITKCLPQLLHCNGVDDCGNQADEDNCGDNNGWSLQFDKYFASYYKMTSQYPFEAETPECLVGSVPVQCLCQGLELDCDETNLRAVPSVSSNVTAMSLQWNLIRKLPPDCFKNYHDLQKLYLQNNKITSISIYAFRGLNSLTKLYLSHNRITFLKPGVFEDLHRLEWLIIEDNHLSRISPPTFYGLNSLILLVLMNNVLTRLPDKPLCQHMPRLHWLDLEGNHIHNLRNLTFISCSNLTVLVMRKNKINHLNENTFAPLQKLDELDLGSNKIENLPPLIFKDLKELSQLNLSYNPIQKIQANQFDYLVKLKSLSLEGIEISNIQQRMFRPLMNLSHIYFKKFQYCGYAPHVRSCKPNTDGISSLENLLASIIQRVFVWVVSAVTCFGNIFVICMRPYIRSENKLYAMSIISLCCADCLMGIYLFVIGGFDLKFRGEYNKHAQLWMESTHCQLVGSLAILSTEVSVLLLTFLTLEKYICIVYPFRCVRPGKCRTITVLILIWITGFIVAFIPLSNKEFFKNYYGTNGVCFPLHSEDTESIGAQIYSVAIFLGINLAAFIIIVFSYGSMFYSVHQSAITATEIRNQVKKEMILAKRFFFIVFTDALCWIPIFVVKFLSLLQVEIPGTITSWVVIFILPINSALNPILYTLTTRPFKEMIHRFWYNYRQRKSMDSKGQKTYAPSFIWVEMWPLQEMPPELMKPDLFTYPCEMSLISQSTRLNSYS
D1 antagonist: human D1 dopamine receptor antagonism | HEK293 TREx D1 cells, calcium flux, dopamine EC80; hits give low values | activity change, negative = inhibition, % at 10 µM | 3.2% of 360,000 active; in the data active = activity change below about -30%; also: % is scaled to controls: 0 for no effect and ±100 for the full control effect
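Inducible Hek293 Trex D1 cells (tetracycline, overnight, 30 C). Calcium dye 30–90 min RT. Antagonist mode: EC80 dopamine added after 180 s compound read.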
D2 PAM: positive allosteric modulators of human D2 dopamine receptor. HEK293 T-REx D2, calcium flux, EC20 dopamine potentiation. 0.34% of 340,000 active. potentiation, % at 10 µM;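 active = potentiation over 3 SD above the plate norm, cut at about 30% in these data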; also: 0% is about no effect
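Primary screen. Calcium kinetics in induced HEK293 T-REx D2 cells: compound pre-addition 180 s, EC20 dopamine, 180 s more.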
D2 antagonist: antagonizes the human D2 dopamine receptor; P14416; HEK293 TREx D2 cells, calcium flux, dopamine EC80; inhibition, % at 10 µM; 2% of 340,000 active; AID 485344; in the data active = inhibition above about 30%; also: 0% is about no effect
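Compounds are added to dye-loaded, induced HEK293 T-REx cells coupled to calcium release via D2; after a 3 min kinetic read an EC80 dopamine stimulus is given and fluorescence is recorded for 3 more min.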
D1 ag: activates the human D1 dopamine receptor | HEK293 T-REx D1 cells, calcium flux, agonist mode | 1% of 360,000 active | activation, % at 2 µM; also: 0% is about no effect
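Inducible HEK293 T-REx D1 cells, force-coupled to calcium signalling, were plated at 4000 cells/well with tetracycline and held overnight at 30 C. After no-wash calcium dye loading, compound-evoked calcium rise over 180 s flagged agonists.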
D2 agonist: agonists of human D2 dopamine receptor | 0.53% of 340,000 active | activation, % at 2 µM | P14416 | HEK293 T-REx D2 cells, calcium flux agonist mode;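 active = activation over 3 SD above normal in the single-dose calcium agonist read, cut at about 30% in these data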; also: 0% is about no effect
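Calcium-flux readout, 1 cycle/sec over 180 s following compound pin transfer, in inducible HEK293 Trex D2 cells (force-coupled); dopamine controls included. Positive calcium responses during this window marked compounds as potential agonists.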
TRHR ag: agonists of human TRH receptor. AID 493084. TRHR cells, calcium flux fluo-8, FDSS agonist mode. activation, % at 2 µM. 0.18% of 360,000 active. P34981; also: 0% is about no effect
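In this calcium-flux screen, cells bearing human TRHR are dye-loaded with fluo-8, baselined for 10 cycles, then exposed to library compounds; positive kinetic calcium responses during the agonist phase mark hits, with TRH as control.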
D1 potentiator: potentiators of human D1 dopamine receptor; 0.036% of 360,000 active; potentiation, % at 10 µM; P21728; AID 504651; HEK293 TREx D1 cells, calcium flux, dopamine EC20 potentiation; in the data active = potentiation above about 30%; also: 0% is about no effect
The depositor's hits bear a star; ? = inconclusive; · = no result given. Rule as the data show it, unless noted: active = activation above about 30%; inactive = the rest.

SMILES	TRHR PAM	RXFP1 antag	D1 antagonist	D2 PAM	D2 antagonist	D1 ag	D2 agonist	TRHR ag	D1 potentiator
CSCC[C@H](NC(=O)N1CCn2c1nc1ccccc12)C(=O)NCc1ccc(C)cc1	-7	-6	-13	-4	2	4	-0.1	-0.9	1
COC(=O)c1ccccc1NC(=O)c1cc2ncc(Br)cn2n1	-3	-3	-8	9	-9	0	0.7	0.1	-4
CC#CCN1c2ccccc2[C@]23C[C@@H](C(=O)OC)N(C(=O)C4CCC4)C2=NC(C(=O)OC)=C(C(=O)OC)[C@H]13	8	·	9	7	-1	1	0.4	-0.1	-5
NNC(=O)CN(CCc1ccccc1)S(=O)(=O)c1ccc(Cl)cc1	1	9	1	3	-6	2	0.7	0.5	3
CCC(Oc1ccccc1)C(=O)Nc1ccccc1OCc1cc(=O)n2ccccc2n1 (configuration not stated)	6	1	-8	0	·	-1	-1.1	0.2	-2
COc1ccc(C(=O)Nc2ccc(NC(=O)C3CC3)cn2)cc1	3	5	3	-16	-4	1	-0.1	-0.1	-1
COc1ccccc1N1CCN(C(=O)C(=O)N/N=C/c2ccccc2F)CC1	3	-4	-1	6	-5	1	-7.6	0.0	3
COC(=O)c1ccc(Cn2c(SCC(=O)N(C)c3ccccc3)nc3ccccc32)cc1	-6	·	4	6	·	0	0.8	0.1	1
CO/N=C(/CNC(=O)c1ccc(Cl)cc1Cl)c1ccc(Cl)cc1	1	·	1	-7	14	4	0.0	0.6	-3
CCOC(=O)CC1C(=O)NCCN1S(=O)(=O)c1ccc(Br)cc1 (configuration not stated)	14	3	-6	7	-8	-1	0.5	4.6	-2
CN1C2C=C3C(C#N)=C(N)C(C#N)(C#N)[C@@H](c4ccsc4)[C@@H]3C1CC2 (some centres not stated)	1	-4	-26	2	-15	5	-0.1	1.5	6
Cc1cc(C)cc(NC(=O)CN(Cc2ccccc2)S(C)(=O)=O)c1	1	5	-5	-5	-5	1	-0.4	0.6	18
CC(=O)Nc1ccc(S(=O)(=O)c2c(N)n(CCN3CCOCC3)c3nc4ccccc4nc23)cc1	-1	-7	15	16	-13	3	-2.1	-0.6	-6
CC(=O)Nc1ccc(S(=O)(=O)N2CCN(c3cc(C)ccc3C)CC2)cc1	3	-2	7	14	2	2	-0.9	0.5	0
Cc1ccc(NC(=O)CS(=O)Cc2nc(-c3ccc(C)cc3)oc2C)cc1 (configuration not stated)	5	-3	0	0	7	1	0.6	-0.8	-1
COc1ccccc1OCCNC(=O)CCNC(=O)c1ccccc1OC	-5	1	-5	4	26	1	0.5	-0.1	-1
Cc1ccc(-n2ncc(C(=O)Nc3ccc4c(c3)OCO4)c2C2CCN(C(=O)OC(C)(C)C)CC2)cc1	3	?	-2	-1	·	0	0.1	0.2	-2
Cc1ccccc1C(=O)N1CCC(n2nccc2NC(=O)C2CC2)CC1	-3	-3	12	1	-2	3	0.8	0.0	-1
N#CC(NC(=O)OCc1ccccc1)c1ccccc1 (configuration not stated)	1	·	0	-16	4	1	-1.9	-0.6	-4
COCCCNC(=O)CNC(=O)c1cn(-c2ccccc2OC)c(=O)c2ccccc12	-3	10	-5	0	-2	1	0.7	0.7	-7

2 entries from above, with values under each structure.
Order of values: TRHR PAM | RXFP1 antag | D1 antagonist | D2 PAM | D2 antagonist | D1 ag | D2 agonist | TRHR ag | D1 potentiator
COc1ccc(C(=O)Nc2ccc(NC(=O)C3CC3)cn2)cc1
 : 3 | 5 | 3 | -16 | -4 | 1 | -0.1 | -0.1 | -1
CO/N=C(/CNC(=O)c1ccc(Cl)cc1Cl)c1ccc(Cl)cc1
 : 1 | · | 1 | -7 | 14 | 4 | 0.0 | 0.6 | -3

Next section.
SMILES	TRHR PAM	RXFP1 antag	D1 antagonist	D2 PAM	D2 antagonist	D1 ag	D2 agonist	TRHR ag	D1 potentiator
CN(Cc1ccccc1F)C(=O)CN1CCN(S(=O)(=O)c2ccc3c(c2)OCCCO3)CC1	-2	2	-31*	-10	11	8	-0.2	-1.0	-6
CCOc1ccc(NC(=O)CN(C)C(=O)c2ccccc2OCCOc2ccccc2)cc1OCC	5	3	-9	-8	22	7	-0.5	0.7	·
CCn1c(SCC(=O)Nc2ccccc2Cl)nnc1C1CC1	0	-15	1	-1	-5	2	-0.4	-0.9	-11
CC1(C)Oc2ccc3ccc(=O)oc3c2/C(=C/O)C1=O	-3	4	1	-2	-2	8	0.0	0.4	-1
CC1CCN(C(=O)CSCC(=O)O)CC1	-5	-3	3	2	10	1	0.4	0.4	1
Cc1cccc(-c2nc3c(c(SCC(N)=O)n2)CCCC3)c1	8	-23	-1	5	-11	1	-0.5	0.2	-3
CCc1cc(CNC(=O)CCc2nnc(Cc3cccc(C)c3)o2)on1	-9	1	-4	2	5	1	0.3	0.0	-3
COc1ccccc1C(=O)NC(=S)Nc1ccc2[nH]c(=O)[nH]c2c1	10	24	-23	3	-2	-2	0.2	0.7	-5
CC(C)(C)C(=O)CSc1nnc(-c2cccs2)n1CC1CCCO1 (configuration not stated)	-12	5	1	0	12	3	-0.6	0.2	-3
COC(=O)c1cc2sc(C)cc2n1Cc1ccc(Br)cc1F	7	-26	18	3	·	5	·	0.0	5
O=C(NNS(=O)(=O)c1ccccc1[N+](=O)[O-])c1ccc(F)cc1	-2	·	-22	0	14	1	-1.0	-1.6	-2
CN1C(=O)CC(NNC(=O)c2ccc(Cl)cc2)C1=O (configuration not stated)	1	-17	-5	-6	-7	1	-0.4	0.4	-7
Cc1ccccc1-c1nnc(SCC(=O)NC2CCCC2)n1C	-5	10	6	-5	2	1	-0.1	0.1	-12
O=C(Nc1ccc(-c2cn3c(n2)SCC3)cc1)c1ccc2c(c1)OCO2	-6	-2	1	-5	0	5	-0.2	0.3	-7
COc1ccc(NC(=O)CSc2nccn2C)c([N+](=O)[O-])c1	2	-6	-3	·	-4	2	0.7	0.1	-1
O=C(CN1C(=O)C2C3C=CC(C3)C2C1=O)OCC(=O)c1ccc([N+](=O)[O-])cc1 (configuration not stated)	-3	12	-11	5	-2	4	0.0	1.7	-1
O=C(CC12CC3CC(CC(C3)C1)C2)Nc1c(F)cccc1F	6	13	8	6	-11	5	3.6	1.1	6
Cc1cc(NC(=O)COC(=O)c2ccccc2S(=O)(=O)N(C)c2ccccc2)no1	-2	-12	10	-3	18	1	-2.8	-0.3	-8
O=C(O)C1CCCCC1C(=O)Nc1cc(C(F)(F)F)ccc1Cl (configuration not stated)	-3	-4	-17	0	16	0	-0.2	-1.1	3
N#Cc1ccc(C(=O)OCC(=O)NC2CCCC2)cc1	2	5	4	-1	-9	2	0.3	0.3	-4
CN(C)c1ccc(/C=N/n2c(-c3ccccc3Br)n[nH]c2=S)cc1	0	-94*	-17	-4	-12	2	-0.3	-0.1	2
CCO[C@@H]1OC(C(N)=O)=C[C@H](c2ccc(Br)cc2)[C@H]1CCCO	8	·	-23	-4	-3	5	0.3	1.6	3
O=C(N1CCOCC1)N1CCOCC1	4	-4	-9	0	-11	2	0.0	0.4	-7
Nc1nc(-c2ccc3c(c2)OCCO3)cs1	7	-8	4	·	·	2	·	-1.1	0
Cc1cc(C)c(S(=O)(=O)Nc2cccc3nsnc23)c(C)c1	6	·	-10	20	-5	6	0.3	1.3	1
COc1ccc(OC)c(-c2csc(NC(=O)C3c4ccccc4Oc4ccccc43)n2)c1	4	-18	9	-8	0	4	1.7	0.2	-3
Cc1ccc(N(C(C)C(=O)Nc2cc(Cl)ccc2Oc2ccccc2)S(C)(=O)=O)cc1 (configuration not stated)	-2	-8	32	-2	·	11	·	1.8	-1
COc1ccc(OC)c(Nc2nnc(C)c(=O)[nH]2)c1	2	-9	-3	-6	-4	2	2.2	0.1	9
O=C(Cc1ccccc1)NNC(=O)Nc1ccccc1	28	-10	-15	-15	4	3	0.2	1.4	1
COCCn1c(CCC(=O)Nc2ccc(C)c(Cl)c2)nc2cccnc21	0	5	0	-17	·	-2	0.4	-0.7	3
Cc1cc(/C=C2\SC(=S)NC2=O)c(C)n1C	6	-28	10	0	-17	11	2.4	2.3	0
COc1ccc(OCc2cc(C(=O)N(C)CC3CCCCO3)no2)c(Cl)c1 (configuration not stated)	-4	-3	3	-5	2	2	-1.1	-0.4	0
CCc1nn2c(=O)cc(COC(=O)c3ccc4c(c3)OCO4)nc2s1	-2	·	4	-7	·	1	-0.4	0.1	-3
O=C(O)CSc1nnc(-c2ccc3c(c2)OCO3)o1	1	-3	·	·	·	0	·	-0.1	0
COC(=O)[C@@]1(Cc2ccc(OC)cc2)[C@H]2c3cc(C(=O)N(C)C)n(CCSCCO)c3C[C@H]2CN1C(=O)c1ccccc1	3	·	20	0	17	10	-0.4	-0.4	-7
CN(CC(=O)Nc1ccc(N2CCOCC2)cc1)Cc1c(O)ccc2ccccc12	-13	-5	-7	-7	-2	0	-0.3	0.4	-2
COc1ccccc1NC(=O)CCSc1nc(C)cs1	-5	-7	-8	-22	-3	1	-0.1	0.1	-6
CCOc1cc(Cl)c(S(=O)(=O)n2ccnc2)cc1Cl	-4	·	20	-2	·	-1	0.2	-1.3	-2
Cc1ccc(S(=O)(=O)Nc2ccncc2)c(C)c1N(C)S(=O)(=O)c1ccc(Cl)cc1	-7	-4	3	13	0	1	-0.5	0.6	-2
Cc1ccc(/C=N\NC(=O)C2CN(S(=O)(=O)c3ccccc3)CCN2S(=O)(=O)c2ccccc2)cc1 (configuration not stated)	8	12	-8	0	9	14	-1.2	0.0	-3
N#Cc1ccc(S(=O)(=O)N2CCN(CC(=O)NCC3(N4CCOCC4)CCCCC3)CC2)cc1	2	-10	4	17	-18	0	-0.5	-0.2	-2
CNC(=O)C1CCC(Cn2c(=O)c3sccc3n(CC(=O)N3CCCCC3C)c2=O)CC1 (configuration not stated)	-7	-5	-14	3	·	4	-0.8	-0.7	-6
O=S(=O)(c1cc(-c2nnc(-c3ccc(Br)cc3)o2)ccc1Br)N1CCCCCC1	7	-4	-13	10	-19	-1	0.1	0.7	2
Cc1ccccc1OCC(=O)N/N=C/c1ccncc1	6	2	-5	-4	2	6	-1.9	0.0	2
COc1ccccc1NC(C)=O	12	-12	0	1	-4	5	0.1	-1.0	-2
O=C(Nc1ccc(Cl)c(Cl)c1)Nc1ccccc1C(=O)O	1	-7	-7	3	2	0	-1.3	-1.3	2
COc1ccc(C(=O)N2CCCC(Nc3ccc(C)c(C)c3)C2)cc1 (configuration not stated)	4	-3	0	0	-8	0	-0.8	-0.8	-3
Cc1nc(-c2ccc(NC(=O)Cc3ccccc3)cc2)cs1	5	-21	-8	0	-25	3	-0.4	-2.4	-4

Just D2 PAM and TRHR ag, for 3 of the compounds above:
structure,D2 PAM,TRHR ag
COc1ccccc1NC(C)=O,1,-1.0
O=C(Nc1ccc(Cl)c(Cl)c1)Nc1ccccc1C(=O)O,3,-1.3
COc1ccc(C(=O)N2CCCC(Nc3ccc(C)c(C)c3)C2)cc1 (configuration not stated),0,-0.8

Pulled by compound from the list above:
SMILES	TRHR PAM	RXFP1 antag	D1 antagonist	D2 PAM	D2 antagonist	D1 ag	D2 agonist	TRHR ag	D1 potentiator
O=S(=O)(c1cc(-c2nnc(-c3ccc(Br)cc3)o2)ccc1Br)N1CCCCCC1	7	-4	-13	10	-19	-1	0.1	0.7	2
Cc1nc(-c2ccc(NC(=O)Cc3ccccc3)cc2)cs1	5	-21	-8	0	-25	3	-0.4	-2.4	-4

Screening data from PubChem BioAssay.
